Compound activity as filed in PubChem.
RORa activator – activators of orphan receptor RORA, primary screen, cell-based, luminescence; Nuclear receptor ROR-alpha (Homo sapiens), P35398; CHO-K1 Gal4-RORA LBD luciferase reporter; percent increase over mock-subtracted basal signal; activation, % at 10 µM; 65,000 compounds, 1.5% hits; AID 560, 2006;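 active = activation above the mean of all tested compounds plus 3 SD, cut at about 49% in these data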;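 also: 0% = DMSO-treated RORA cells and 100% = added signal equal to DMSO minus mock-transfected cells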
Abs 340nm – compound light absorbance at 340 nm, profiling panel, artefact control, biochemical, MLSMR library, data from PS, PMK, MK assays; compound absorbance at 340 nm, fold over control; fold change at 10 µM; 65,000 tested, under 10 active; AID 708, 2007;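 active = at 10 µM dose, initial 340 nm absorbance at least 2 fold that of control wells; inactive = change under 2 fold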;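 also: initial absorbance extrapolated from kinetic A340 decline of NADH oxidation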
Autofluor 339 – intrinsic fluorescence of library compounds, ex339/em460 – biochemical, MLSMR library, data from DPM-DC assay, artefact control, profiling panel. compound autofluorescence, ex339/em460 nm, NADH buffer; hits give high values; 1 = no-compound wells, NADH background. fluorescence fold increase at 10 µM. 65,000 compounds, 5.5% hits;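 active = at 10 µM, mean starting fluorescence two-fold or more over control wells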;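 also: signal is the first read of a kinetic run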
SF1 activator – activators of human SF-1, primary screen, cell-based, CHO-K1, Gal4-SF-1 LBD, luciferase luminescence | 65,000 compounds, 1.9% hits | activation, % at 10 µM | CHO-K1 Gal4-SF-1 LBD luciferase reporter; % increase over DMSO SF-1-specific signal | Steroidogenic factor 1 (Homo sapiens), Q13285;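 active = activation above the mean activation of all tested compounds plus 3 SD, cut at about 50% in these data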
Target sequence (Q13285 whole entry, looked up, the tested form may be a part): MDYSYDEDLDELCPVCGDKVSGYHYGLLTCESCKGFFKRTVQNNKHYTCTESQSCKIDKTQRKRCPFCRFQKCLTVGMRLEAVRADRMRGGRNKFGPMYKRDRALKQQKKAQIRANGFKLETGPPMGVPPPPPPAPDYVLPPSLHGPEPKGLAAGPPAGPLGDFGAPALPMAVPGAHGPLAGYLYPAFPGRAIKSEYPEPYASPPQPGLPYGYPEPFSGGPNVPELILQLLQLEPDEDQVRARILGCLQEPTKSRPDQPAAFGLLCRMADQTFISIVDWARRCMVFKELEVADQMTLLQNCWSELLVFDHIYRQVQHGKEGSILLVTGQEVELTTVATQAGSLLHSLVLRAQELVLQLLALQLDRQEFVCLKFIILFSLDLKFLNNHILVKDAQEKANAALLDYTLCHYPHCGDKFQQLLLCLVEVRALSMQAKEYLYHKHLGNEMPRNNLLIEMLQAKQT
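Assay system – CHO-K1 cells with Gal4–hSF-1 LBD chimera plus Gal4-driven luciferase · Quantity – 4,000 cells per well · Times – compound added 1 h post-seeding, 20 h exposure at 37 °C, 5% CO2 · Measured by – luciferase light emission · Benchmarks – DMSO and mock-transfected background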
HTR1A agonist – human 5-HT1a receptor agonists, primary screen, cell-based, CHO, Ga15 NFAT-bla reporter. AID 567, 2006. 65,000 compounds, 0.56% hits. activation, % at 10 µM. CHO 5-HT1a Ga15 NFAT-bla reporter, FRET ratio; 0% basal, 100% maximal reference agonist;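 active = activation above the screen-wide mean activation plus 3 SD, cut at about 19% in these data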;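 also: 0% = DMSO wells and 100% = 5-CT at EC100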
5HT1a antag – human 5-HT1a receptor antagonists, primary screen, cell-based, CHO, Ga15 NFAT-bla reporter | inhibition, % at 10 µM | 62,000 compounds, 0.68% hits | CHO 5-HT1a Ga15 NFAT-bla reporter, antagonist mode;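 active = inhibition above the mean of all tested compounds plus 3 SD, cut at about 43% in these data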;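 also: receptor stimulated by 5-CT agonist at 100 nM near EC80; beta-lactamase reporter measured by ratiometric fluorescence of a cleavable substrate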
TNAP act mid DEA – human TNAP enzyme activators, primary screen, biochemical, luminescent, intermediate phosphate acceptor level; 64,000 tested, under 10 active; Alkaline phosphatase, tissue-nonspecific isozyme (Homo sapiens), P05186; activation factor at 20 µM; AID 813, 2007; purified TNAP, CDP-star luminescence, 100 mM DEA, 30 min; hits give high values; scale: 0 levamisole-inhibited, 1 vehicle-only enzyme;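 active = activation factor of at least 2 at 20 µM, relative to controls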
Target sequence (P05186 whole entry, looked up): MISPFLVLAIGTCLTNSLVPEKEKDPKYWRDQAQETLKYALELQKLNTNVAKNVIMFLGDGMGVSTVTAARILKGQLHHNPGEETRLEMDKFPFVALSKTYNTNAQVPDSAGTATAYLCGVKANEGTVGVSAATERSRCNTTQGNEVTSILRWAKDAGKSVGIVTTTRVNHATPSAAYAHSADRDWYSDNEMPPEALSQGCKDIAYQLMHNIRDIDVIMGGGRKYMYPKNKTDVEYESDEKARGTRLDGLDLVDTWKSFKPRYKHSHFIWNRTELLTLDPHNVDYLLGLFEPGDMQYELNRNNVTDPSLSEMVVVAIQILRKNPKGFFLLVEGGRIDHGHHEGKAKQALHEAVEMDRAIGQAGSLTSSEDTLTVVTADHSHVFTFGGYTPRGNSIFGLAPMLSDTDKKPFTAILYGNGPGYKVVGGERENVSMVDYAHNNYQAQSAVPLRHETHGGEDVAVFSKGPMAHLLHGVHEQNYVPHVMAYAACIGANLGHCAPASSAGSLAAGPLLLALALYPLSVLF
NADH enzymes – inhibitors of PK/LDH coupling enzymes, profiling panel, artefact control, biochemical, MLSMR library | coupled PK/LDH NADH assays, four targets | IC50, µM (titrated, usually from 10 µM), for the others: top-dose inhibition | 65,000 compounds, 0.02% hits;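 active = single-dose screening hits from any of four coupled enzyme assays that gave an IC50 when retested across doses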;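 also: the DPM-DC format reads NADH fluorescence rather than 340 nm absorbance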
MMP13 inh – human MMP13 inhibitors, primary screen, biochemical, FRET peptide cleavage | Collagenase 3 (Homo sapiens), P45452 | MMP-13 fTHP FRET cleavage, Mca fluorescence | inhibition, % at 4 µM | 65,000 compounds, 0.07% hits | AID 570, 2006;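 active = inhibition above the mean of compound-free control plate wells plus 3 SD, cut at about 14% in these data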;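 also: 0% = DMSO wells and 100% = wells with reference MMP-13 inhibitor after basal subtraction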
The depositor's hits bear a star; nt = not tested or not shown; [ ] = another dose, or the depositor's remark.

SMILES	RORa activator	Abs 340nm	Autofluor 339	SF1 activator	HTR1A agonist	5HT1a antag	TNAP act mid DEA	NADH enzymes	MMP13 inh
CC(Nc1n[nH]c(=S)[nH]c1=O)C(=O)OCc1ccccc1 (configuration not stated)	0	1.1	1.1	-25	-0.2	-7	1	2%	0
CCCS(=O)(=O)N1CCN(C(=O)c2cccs2)CC1	-4	1	1	-6	-2.2	-8	0.9	2%	5
CN(CC(=O)Nc1ccc(C#N)cc1)Cc1ccc(Cl)cc1	-4	1	1.1	-5	-1.8	12	1	3%	-8
COc1ccc(OC)c2[nH]c(=O)c(CCNC(=O)c3ccc(Br)o3)cc12	-17	1	1.2	-9	-3.6	-7	nt	7%	2
O=C(NCc1ccccn1)c1ccc(NC(=O)c2ccco2)cc1	13	1	1.1	19	-0.3	-9	1	3%	3
CCn1c(SCC(=O)Nc2sc(C)c(C)c2C#N)nnc1C(C)C	-8	1	1	0	0.4	-12	0.9	8%	-15
COc1cccc2[nH]c3c(N4CCCC(C)C4)ncnc3c12 (configuration not stated)	34	1.1	3.4*	21	-2.2	18	0.9	10%[fluoresces]	-19
Cc1cc(C(=O)N2CCCCCC2)cs1	-16	1	1.1	6	1.2	-8	1	1%	2
Cc1ccc(NC(=O)c2oc3ccccc3c2NC(=O)c2ccc3c(c2)OCO3)cc1	1	1.1	2*	10	-2.5	2	0.9	1%	3
Nc1nonc1-n1nncc1-c1ccccc1	12	1.1	1.1	14	-0.2	10	1	2%	4
COc1ccc(C2/C(=C(\O)c3ccc4c(c3)OCCO4)C(=O)C(=O)N2CCCN(C)C)c(OC)c1 (configuration not stated)	-15	1.1	1.1	6	1.6	-3	1	8%	-1
Cc1coc2c(C)c3oc(=O)c4c(c3cc12)CCC4	10	1.1	1.9	-11	-1.8	0	1	8%	-4
COn1c(SCc2cccnc2)nc2ccccc2c1=O	-4	1	1.1	-7	-4.0	-3	0.9	5%	2
CCCCn1c(N)c(N(CC)C(=O)c2ccc3c(c2)S(=O)(=O)c2ccccc2C3=O)c(=O)[nH]c1=O	-5	1	1.1	-12	-2.5	11	0.8	3%	1
Nc1c(Nc2ccccc2)c2ccccc2oc1=O	-3	1.1	1.2	-5	-4.0	9	0.7	1%	0

Sorted by heavy-atom count (smallest number first): 3 of the compounds above.
SMILES	RORa activator	Abs 340nm	Autofluor 339	SF1 activator	HTR1A agonist	5HT1a antag	TNAP act mid DEA	NADH enzymes	MMP13 inh
Cc1cc(C(=O)N2CCCCCC2)cs1	-16	1	1.1	6	1.2	-8	1	1%	2
CC(Nc1n[nH]c(=S)[nH]c1=O)C(=O)OCc1ccccc1 (configuration not stated)	0	1.1	1.1	-25	-0.2	-7	1	2%	0
COc1ccc(OC)c2[nH]c(=O)c(CCNC(=O)c3ccc(Br)o3)cc12	-17	1	1.2	-9	-3.6	-7	nt	7%	2

Continuation:
SMILES	RORa activator	Abs 340nm	Autofluor 339	SF1 activator	HTR1A agonist	5HT1a antag	TNAP act mid DEA	NADH enzymes	MMP13 inh
O=C1c2ccccc2C(=O)N1CCN1CCCCC1	13	0.99	1	-10	-1.6	2	0.9	5%	0
Cc1cc(NC(=O)c2cc(-c3ccncc3)nc3c(C)cccc23)no1	29	1.1	2.7*	48	-2.1	31	0.9	6%	-24
CCOC(=O)c1cccc(NC(=O)c2cnccn2)c1	-10	1	1	-3	-0.6	-10	1.1	7%	2
Nc1c(N2CCCC2)cc(Cl)c2nonc12	3	1	0.77	-4	-2.1	29	0.9	8%	0
CC(=O)NC12CC3CC(C1)CC(C(=O)OCC(=O)Nc1ncc(Cl)c(C)c1Cl)(C3)C2	7	1	1.1	10	-0.5	-14	0.9	5%	2
CCOc1cc(NC(=O)C2CC2)c(OCC)cc1NC(=O)c1cccnc1	-22	1	1.1	0	-1.9	-8	0.9	0%	1
CC(=O)N1CCN(S(=O)(=O)c2ccc(C)cc2)C1c1ccc(N(C)C)cc1 (configuration not stated)	-16	1	1.1	-6	-0.7	-3	1.3	6%	-2
COc1ccc(NC(=O)c2cc(OC)c(OC)c(OC)c2)cn1	-17	1	1.1	0	-1.0	-3	0.9	5%	5
Cc1ccc(C)c(S(=O)(=O)Nc2ccc3scnc3c2)c1	20	1.1	1.1	26	-2.0	20	0.9	6%	8
CN(C)c1ccc(CN(C)C2CCCCC2)cc1	nt	1.1	1.1	nt	nt	nt	0.9	11%	nt
COCCNc1ncnc2c1cnn2-c1ccc(Cl)cc1	54*	1	1.1	68*	0.3	nt	1	5%	-18
CC(=O)Oc1ccc(/C=c2\sc3ncnn3c2=O)cc1	0	1.1	0.99	0	-2.0	-7	0.9	7%	1
CC(C)C(c1nnnn1Cc1cccs1)N1CCN(C2CCCC2)CC1 (configuration not stated)	1	0.95	1.1	14	31*	17	0.9	11%	-2
Cc1cc(C)nc(SCc2cccc(C(=O)O)c2)n1	-16	1	1.1	-14	-3.9	2	0.9	3%	2
CCNc1ccc(C(=O)OCC)cc1NC(=O)c1cc(S(=O)(=O)N2CCOCC2)ccc1C	-8	1	1.1	6	-0.1	-5	0.9	1%	-3

One compound at a time (already shown).
CC(=O)NC12CC3CC(C1)CC(C(=O)OCC(=O)Nc1ncc(Cl)c(C)c1Cl)(C3)C2 is entered as RORa activator = 7; Abs 340nm = 1; Autofluor 339 = 1.1; SF1 activator = 10; HTR1A agonist = -0.5; 5HT1a antag = -14; TNAP act mid DEA = 0.9; NADH enzymes = 5%; MMP13 inh = 2
Cc1ccc(C)c(S(=O)(=O)Nc2ccc3scnc3c2)c1 is entered as RORa activator = 20; Abs 340nm = 1.1; Autofluor 339 = 1.1; SF1 activator = 26; HTR1A agonist = -2.0; 5HT1a antag = 20; TNAP act mid DEA = 0.9; NADH enzymes = 6%; MMP13 inh = 8
CC(=O)Oc1ccc(/C=c2\sc3ncnn3c2=O)cc1 is entered as RORa activator = 0; Abs 340nm = 1.1; Autofluor 339 = 0.99; SF1 activator = 0; HTR1A agonist = -2.0; 5HT1a antag = -7; TNAP act mid DEA = 0.9; NADH enzymes = 7%; MMP13 inh = 1

As entered above.
Cc1cc(C)nc(SCc2cccc(C(=O)O)c2)n1 | 5HT1a antag: 2
CC(=O)N1CCN(S(=O)(=O)c2ccc(C)cc2)C1c1ccc(N(C)C)cc1 (configuration not stated) | 5HT1a antag: -3
COCCNc1ncnc2c1cnn2-c1ccc(Cl)cc1 | TNAP act mid DEA: 1
Cc1ccc(C)c(S(=O)(=O)Nc2ccc3scnc3c2)c1 | TNAP act mid DEA: 0.9
CC(C)C(c1nnnn1Cc1cccs1)N1CCN(C2CCCC2)CC1 (configuration not stated) | 5HT1a antag: 17

(next part)
SMILES	RORa activator	Abs 340nm	Autofluor 339	SF1 activator	HTR1A agonist	5HT1a antag	TNAP act mid DEA	NADH enzymes	MMP13 inh
Cc1sc2c(c1C)CN(Cc1ccco1)CN2C(=O)c1ccccc1	20	1	1.1	22	-2.2	0	0.7	5%	-3
CCN(CC)c1ccc(-c2nn3c(-c4n[nH]c5c4CCC5)nnc3s2)cc1	-27	1.1	2.9*	-46	1.7	56*	1.2	14%	-84[fluorescence artefact?]
Cc1cc(-n2ccc(=O)[nH]c2=O)nc(-c2ccccc2)n1	-3	1.1	1.1	0	0.0	-2	0.9	0%	1
COC(=O)c1ccsc1NC(=O)C1COc2ccccc2O1 (configuration not stated)	-16	1	1.1	4	-6.2	14	1	1%	1
CCN(CCCCN1C(=O)c2ccccc2C1=O)c1ccc2c(c1)C(=O)N(C)C2=O	10	1.1	1.5	-11	2.8	5	0.9	3%	3
CC(O)c1nc2ccccc2n1Cc1nnc(-c2ccc(Cl)cc2)o1 (configuration not stated)	11	1	1.1	18	-2.9	9	0.9	5%	3
O=C(C1CC1)N1CCc2cc(Br)cc(S(=O)(=O)NC3CCCCC3)c21	-25	1	1.1	-5	0.6	24	0.9	6%	6
COC(=O)c1cc(OC)c(OC)cc1NC(=O)CN1CCOCC1	10	1.1	1.2	-4	-1.5	-11	1	7%	-6
CS(=O)(=O)N(CC(=O)N1CCc2ccccc2C1)c1ccc2c(c1)OCO2	4	0.97	1	14	-0.4	-4	0.9	2%	1
O=c1c2[nH]c3ccc(F)cc3c2ncn1CCCN1CCOCC1	16	1	1.6	7	-0.5	-3	0.9	9%	-11
Cc1nnc(NC(=O)c2ccc3ccccc3c2)o1	2	1	0.05	-11	-2.2	-3	0.9	3%	-1
Cc1ccc2cccc(S(=O)(=O)N3CCN(c4ccccc4F)CC3)c2n1	0	1.1	1.1	-2	-3.2	7	0.9	7%	4
CN(C)c1ccc(C(c2nnnn2C2CCCCC2)N2CCN(C(=O)c3ccco3)CC2)cc1 (configuration not stated)	-40	0.96	1.1	-5	-0.9	-14	0.9	3%	5
CCOC(=O)N1CCC(NC(=O)C2CCCN(C(=O)N3CCOc4ccccc43)C2)CC1 (configuration not stated)	-8	0.97	1.1	3	-3.0	-7	1.1	6%	-2
O=S(=O)(c1ccc(Br)s1)N1CCc2ccccc2C1	-11	1	1.1	-21	-0.2	-12	nt	3%	1
c1ccc(Nc2nn[nH]n2)cc1	-18	1.1	1.1	5	0.0	-10	1	4%	1
Cc1ccc(S(=O)(=O)N(CC(O)CN2CCCC2)c2ccccc2)cc1 (configuration not stated)	-8	0.99	1.1	-2	0.6	1	0.9	6%	4
CCC(C)NC(=O)CS(=O)Cc1nc(-c2cccc(C)c2)oc1C (configuration not stated)	9	1	1.1	-8	-4.1	1	1	3%	0
C1CCC(Nc2nnnn2C2CCCCC2)CC1	0	1	1.1	-14	0.1	11	1	4%	0
CCOC(=O)N1CCC2(CC1)C(C(=O)C13CC4CC(CC(C4)C1)C3)C2(C#N)C#N (configuration not stated)	7	1	1.2	-15	-3.1	8	0.9	5%	-8
O=c1[nH]c(CN2CCN(Cc3ccccc3)CC2)nc2sc3c(c12)CCC3	16	0.99	1.1	5	-1.6	-6	0.9	1%	-10
CCC(=O)N1CC(C)C(=O)Nc2ccccc21 (configuration not stated)	2	1	1.2	-3	-3.0	0	0.9	2%	2
CN(CCNC(=O)C1CCN(S(=O)(=O)c2cnc[nH]2)CC1)Cc1ccccc1	-3	0.97	1.1	10	-1.7	-3	0.9	10%	-5
O=c1cc(-c2ccncc2)oc2ccccc12	-3	1.1	1.1	10	1.1	-6	0.9	2%	4
CCOC(=O)c1sc(NC(=O)C2CC2)nc1C	14	1	1.1	8	-4.1	-5	0.9	2%	-7
COc1cc2c(cc1OC)CN(C(=O)COc1ccc(C#N)cc1)CC2	-4	1	1.1	-10	-2.5	-2	1	1%	0
CCOC(=O)CN(C(=O)CNC(=O)c1ccco1)C(C(=O)NC1CCCCC1)c1cccc(OC)c1 (configuration not stated)	-3	0.97	1.1	-11	-1.4	-7	0.9	5%	2
O=C(CCN1C(=O)c2ccccc2C1=O)N1CCN(Cc2ccccc2)CC1	nt	1	1.1	nt	nt	nt	0.9	6%	nt
COc1cccc(-n2c(Cc3cc(=O)[nH]c(=O)[nH]3)nnc2SCC(=O)Nc2ccccc2)c1	1	1	1.1	-11	-5.6	4	0.9	4%	2
CCN1C(=O)CSc2ccc(C(=O)NCCCN3CCOCC3)cc21	3	0.99	1.1	6	-3.3	9	1	6%	1
